Compound activity as filed in PubChem BioAssay.
MPTP inh = permeability transition pore inhibition; isolated mouse mitochondria, Ca2+ swelling absorbance, 30 min; inhibition, % at 10 µM; AID 602449; 1.4% of 360,000 active;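 active means inhibition of 50% or more, scaled per plate between neutral and stimulator controls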;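 further: 0% = DMSO wells given calcium and 100% = 1 mM EGTA wells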
SENP7 block = SENP7 protease inhibition. Q9BQF6. recombinant SENP7, Z-RLRGG-aminoluciferin luminescence, 40 min. inhibition, % at 5 µM. 1.5% of 330,000 active. AID 434973;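 active means inhibition above about 50% at the single test dose, limit read from the data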;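 further: plate controls were DMSO with enzyme for no effect and no enzyme buffer wells for full effect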
ATG4B inhibitor = blocks human ATG4B protease cleavage of LC3 substrate. 0.51% of 340,000 active. AID 504462. ATG4B cleavage of LC3-PLA2, NBD-HPC fluorescence, 1 h. inhibition, % at 8.33 µM. Q9Y4P1; in the data active means inhibition above about 40%
GRIN3A LBD mod = modulators (binders) of human NR3A ligand-binding domain; NR3A LBD differential scanning fluorimetry, Tm shift; 0% = protein alone, 100% = glycine-bound protein; Tm shift relative to glycine control, % at 25 µM; 2.5% of 340,000 active; AID 1259313;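 active means melting temperature shift of at least 10% of the positive control shift, at one fixed dose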
SENP8 inh = blocks human SENP8 cleavage of Nedd8 substrate. Q96LD8. recombinant SENP8, Nedd8 substrate fluorescence. inhibition, % at 20 µM. 0.64% of 360,000 active; in the data active means inhibition mostly above about 40%, no sharp cut-off; inactive means mostly below about 27%
Target sequence (Q96LD8 whole entry, looked up): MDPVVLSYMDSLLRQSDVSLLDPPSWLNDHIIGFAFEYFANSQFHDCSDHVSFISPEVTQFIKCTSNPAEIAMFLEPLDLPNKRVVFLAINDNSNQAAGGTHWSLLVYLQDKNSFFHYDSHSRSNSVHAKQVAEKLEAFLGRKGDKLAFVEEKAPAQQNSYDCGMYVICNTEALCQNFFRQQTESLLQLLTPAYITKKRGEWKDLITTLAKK
SENP6 inh = inhibitors of human SENP6 protease. 1.8% of 330,000 active. Recombinant SENP6 catalytic domain, aminoluciferin luminescence. Q9GZR1. AID 2599. inhibition, % at 10 µM;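 active means inhibition above about 50% at the single tested dose, limit read from the data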;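 further: plate controls were DMSO wells with enzyme for no effect and DMSO wells lacking enzyme for full effect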
Target sequence (Q9GZR1 628-1112 limits assumed): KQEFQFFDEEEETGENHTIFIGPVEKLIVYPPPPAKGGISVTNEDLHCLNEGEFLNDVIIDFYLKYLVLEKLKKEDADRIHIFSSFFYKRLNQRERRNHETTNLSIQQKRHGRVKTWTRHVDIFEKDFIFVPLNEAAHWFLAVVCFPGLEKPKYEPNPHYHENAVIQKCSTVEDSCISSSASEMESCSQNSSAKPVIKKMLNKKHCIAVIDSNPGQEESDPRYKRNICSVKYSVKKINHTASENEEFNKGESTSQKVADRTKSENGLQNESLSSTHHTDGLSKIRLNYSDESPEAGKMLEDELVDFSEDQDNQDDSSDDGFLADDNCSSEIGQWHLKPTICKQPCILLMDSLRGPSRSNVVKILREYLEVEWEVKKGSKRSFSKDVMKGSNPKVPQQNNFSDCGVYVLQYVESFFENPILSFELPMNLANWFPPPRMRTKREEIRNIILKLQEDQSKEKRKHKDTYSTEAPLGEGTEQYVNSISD
PfGluPho inh = PfG6PD (Plasmodium falciparum) enzyme inhibition; PfGluPho enzyme, NADPH resazurin-diaphorase fluorescence; inhibition, % at 20 µM; 0.78% of 350,000 active;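 active means inhibition reaching at least a set limit at 20 µM in the primary screen, cut at about 59% in these data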;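 further: 0% = DMSO wells with substrate and 100% = DMSO wells lacking glucose-6-phosphate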
HKDC1 inh = HKDC1 (human) hexokinase inhibition | recombinant HKDC1, G6PDH/diaphorase resazurin coupled fluorescence | Q2TB90 | AID 493160 | 0.16% of 340,000 active | inhibition, % at 20 µM;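 active means inhibition above about 35% when tested at 20 µM, limit read from the data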;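 further: plate controls were DMSO wells with enzyme for no effect and DMSO wells lacking enzyme for full effect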
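Test system: HK5 enzyme. Quantity: 5 µg/mL HK5 final. Reagent: glucose and ATP substrates. Schedule: 90 min reaction incubation at room temperature, dark. Technique: resazurin-to-resorufin fluorescence via G6PDH and diaphorase coupling, 525/613 nm. Control set: DMSO wells with and without enzyme mix.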
* = called active by the depositor; . = no result given.

1	O=C1OC(c2ccc3c(c2)OCO3)N(C(=O)c2ccc(Cl)c(Cl)c2)c2ccccc21 (configuration not stated)
2	CC1CC(C)(C)CC2(C1)NC(=O)N(CC(=O)Nc1c(F)cccc1F)C2=O (configuration not stated)
3	Cc1cccc(C)c1NC(=O)CN(C)C(=O)c1ccc(N2C(=O)CCC2=O)cc1
4	O=C(CCCC(=O)N/N=C\c1ccccn1)N/N=C\c1ccccn1
5	COc1cc(/C=C(\C#N)c2nc3c(s2)CC(C)CC3)ccc1O (configuration not stated)
6	Cc1cccc2nc(-c3cccc(NC(=O)Cc4ccccc4)c3)cn12
7	Cc1noc(C)c1S(=O)(=O)N1CCC(C(=O)c2ccccc2)CC1
8	COC(=O)c1sccc1NC(=O)CSc1ccccc1NS(=O)(=O)c1cc(Cl)ccc1Cl
screen / no.	1	2	3	4	5	6	7	8
SENP7 block	-3	-1	7	4	2	3	4	-5
PfGluPho inh	-2	0	-8	-8	.	28	-4	-22
GRIN3A LBD mod	0	0	2	-1	.	-18	-2	-3
SENP8 inh	13	6	8	5	-23	-99	10	21
ATG4B inhibitor	-3	-20	2	-4	.	-15	-5	-13
MPTP inh	2.4	0.3	-2.3	-1.5	2.9	0.5	1.9	86*
HKDC1 inh	-4	-2	2	-5	.	-2	-4	5
SENP6 inh	18	6	0	-2	8	-9	1	-4

9	Cc1ccc(S(=O)(=O)NCC(=O)OC(C(=O)c2ccccc2)c2ccccc2)cc1 (configuration not stated)
10	Cc1cccc(N2CCN(S(=O)(=O)c3cccc4nonc34)CC2)c1C
11	CC1(c2ccccc2)NC(=O)N(CC(=O)Nc2ccc([N+](=O)[O-])cc2)C1=O (configuration not stated)
12	COc1ccc2oc(C(=O)Nc3ccc(C)cn3)c(C)c2c1
13	CCN1C=C(C(=O)c2ccccc2)C(=O)CC1
14	CC(O)c1nc2ccccc2n1Cc1ccccc1 (configuration not stated)
15	CC(=O)c1cc(CN2CCN(C3CCN(C(C)C)CC3)C(CCO)C2)cs1 (configuration not stated)
16	CC(=O)c1ccc(-c2ccc(C(=O)N3CCN(c4ccc(F)cc4)CC3)o2)cc1
screen / no.	9	10	11	12	13	14	15	16
SENP7 block	-4	2	-10	40	.	-5	-4	4
PfGluPho inh	-7	12	-6	-4	-6	-1	-2	5
GRIN3A LBD mod	-13	-19	-2	-2	2	-5	-2	-4
SENP8 inh	10	10	18	-86	-2	11	18	-84
ATG4B inhibitor	2	35	-9	10	4	-3	11	-8
MPTP inh	0.7	3.9	-1.2	1.5	0.9	-0.3	-0.5	-2.5
HKDC1 inh	-11	-2	-2	-1	-2	9	-5	-4
SENP6 inh	-15	-18	-11	-2	.	12	-2	-6

17	O=C(CCCN1C(=O)NC2(CCCC2)C1=O)N1CCN(S(=O)(=O)c2ccccc2)CC1
18	CCOC(=O)c1nn(-c2ccc(F)cc2)c2nc(-c3ccccc3)c(C#N)c(=O)n12
19	CCOc1ccccc1-n1c(SC(C)C(=O)NCC2CCCO2)nc2ccccc2c1=O (configuration not stated)
20	CC(Oc1ccccc1)C(=O)N=Nc1c(O)[nH]c2ccc(Br)cc12 (configuration not stated)
21	Cc1ccc(C)c(N2C(=O)CN=C2Nc2ccccc2Cl)c1
22	COc1ccc(OC)c(NC(=O)CSc2nnc(-c3cccnc3)s2)c1
23	COc1ccc(CCn2c(-c3ccc(F)cc3)nc3c(c(=O)c4ccccc4n3C)c2=O)cc1OC
24	COc1ccc(S(=O)(=O)N2CCOCC2)cc1NC(=O)CSc1cccc[n+]1[O-]
screen / no.	17	18	19	20	21	22	23	24
SENP7 block	8	0	-2	-6	-1	1	0	9
PfGluPho inh	-8	-7	0	-5	2	35	11	18
GRIN3A LBD mod	0	3	0	-1	1	-18	-3	1
SENP8 inh	13	-283	-27	17	2	33	15	22
ATG4B inhibitor	-2	-17	-15	1	-2	4	-4	-3
MPTP inh	-0.3	1.6	0.1	-1.3	0.1	1.3	1.7	0.4
HKDC1 inh	-3	-12	-1	-7	3	31	-2	6
SENP6 inh	1	-2	-11	-6	2	-13	-11	-12

25	CCOC(=O)/C(=N/Nc1ccc(OC)cc1)Sc1nnc(CCc2ccccc2)n1-c1ccccc1
26	CC(NC(=O)c1cccc(S(=O)(=O)N(C)C)c1)c1nc2ccccc2[nH]1 (configuration not stated)
27	O=C(COC(=O)c1cccnc1Cl)NCCCc1ccccc1
28	O=C(COc1ccccc1F)N1CCCc2ccccc21
29	COc1ccc(CNC(=O)Cc2c(C(=O)O)[nH]c3ccccc23)cc1
30	O=C(CS(=O)(=O)c1ccccc1Cl)N1CCOCC1
31	COC(=O)CC(=O)CSc1nc2c(cc1C#N)CCCCC2
32	C[C@H](O)[C@H](O)[C@H]1CNc2nc(N)[nH]c(=O)c2N1
screen / no.	25	26	27	28	29	30	31	32
SENP7 block	-4	2	-1	-14	-6	1	2	8
PfGluPho inh	16	6	11	1	-13	-7	1	-6
GRIN3A LBD mod	-1	1	0	2	3	1	0	1
SENP8 inh	17	6	3	22	17	-3	-308	-382
ATG4B inhibitor	7	3	-17	-10	-2	2	-4	-3
MPTP inh	2.8	-0.2	0.0	-0.4	1.0	-0.5	0.4	2.6
HKDC1 inh	2	1	-5	-3	-7	-5	11	5
SENP6 inh	2	-14	-6	-17	1	8	23	-14

Rewritten with two lines to a compound: entries from further up
The line under a structure holds: SENP7 block	PfGluPho inh	GRIN3A LBD mod	SENP8 inh	ATG4B inhibitor	MPTP inh	HKDC1 inh	SENP6 inh
11) CC1(c2ccccc2)NC(=O)N(CC(=O)Nc2ccc([N+](=O)[O-])cc2)C1=O (configuration not stated)
    -10	-6	-2	18	-9	-1.2	-2	-11
12) COc1ccc2oc(C(=O)Nc3ccc(C)cn3)c(C)c2c1
    40	-4	-2	-86	10	1.5	-1	-2

Carrying on:
33	O=C(Nc1cccc2ccccc12)c1ccc([N+](=O)[O-])o1
34	O=C(Nc1ccc2oc(=O)ccc2c1)c1ccccc1[N+](=O)[O-]
35	COc1ccc(S(=O)(=O)N2CCOCC2)cc1NC(=O)Cc1c(Cl)cccc1Cl
36	CCOC(=O)C1=C(N)c2ccccc2CC1C1CCCC1 (configuration not stated)
37	CCOc1ccc2c(c1)C(C)=CC(C)(C)N2S(=O)(=O)c1ccc(F)cc1
38	CC1CCC(=NNS(=O)(=O)c2ccc([N+](=O)[O-])cc2)CC1 (configuration not stated)
39	CCn1cc(C(=O)N[C@H](C(=O)NCCO)C(C)C)c(=O)c2cc3c(cc21)OCO3
40	Cc1ccc2nsnc2c1S(=O)(=O)N1CCN(Cc2ccc3c(c2)OCO3)CC1
screen / no.	33	34	35	36	37	38	39	40
SENP7 block	7	-10	-1	0	5	.	-1	-1
PfGluPho inh	7	-2	-17	34	-1	33	-20	-19
GRIN3A LBD mod	0	-1	-4	-1	-1	2	-1	-1
SENP8 inh	34	3	1	1	19	26	-79	6
ATG4B inhibitor	-2	-4	2	4	4	-7	1	1
MPTP inh	-0.5	-2.0	0.3	3.3	0.5	0.2	-0.6	0.4
HKDC1 inh	-3	-7	-6	-1	5	-9	2	0
SENP6 inh	1	-7	-15	-13	13	.	-7	-3

41	Cc1ccc(C2CC(=O)Nc3c2ccc2ccccc32)cc1[N+](=O)[O-] (configuration not stated)
42	CSCC[C@H](N)C(=O)NC[C@H]1O[C@@H](n2cnc3c(N)ncnc32)[C@H](O)[C@@H]1O
43	CCC(C)(C(=O)NC1CCCC1)N(C)C(=O)Cc1c[nH]c2ccccc12 (configuration not stated)
44	Brc1ccc(C2=CC(c3ccco3)n3nnnc3N2)cc1 (configuration not stated)
45	O=[N+]([O-])c1ccccc1NCc1ccccc1Cl
46	Cc1ccc([C@@H]2[C@@H]3C(=O)N(c4ccccc4)C(=O)[C@@H]3[C@]3(Cc4ccccc4)C(=O)N(CC4CC4)CC(=O)N23)o1
47	COc1cc(C(=O)NCCNC(=O)c2ccco2)cc(OC)c1OC
48	Cc1cc(C)cc(NC(=O)C2CCCN2C(=O)Oc2ccccc2)c1 (configuration not stated)
screen / no.	41	42	43	44	45	46	47	48
SENP7 block	0	3	11	-1	7	16	.	15
PfGluPho inh	26	2	-8	-1	-7	4	11	1
GRIN3A LBD mod	-17	0	0	1	5	18*	-5	-1
SENP8 inh	14	6	10	-54	47*	16	-55	14
ATG4B inhibitor	3	-4	5	-2	-4	7	5	-5
MPTP inh	1.4	5.2	0.0	3.5	2.1	0.7	-1.1	-0.2
HKDC1 inh	4	-6	-4	1	1	-5	7	8
SENP6 inh	-7	.	16	8	15	-21	.	-15

3 entries from above, sorted by count of non-hydrogen atoms, rising:
41	Cc1ccc(C2CC(=O)Nc3c2ccc2ccccc32)cc1[N+](=O)[O-] (configuration not stated)
43	CCC(C)(C(=O)NC1CCCC1)N(C)C(=O)Cc1c[nH]c2ccccc12 (configuration not stated)
42	CSCC[C@H](N)C(=O)NC[C@H]1O[C@@H](n2cnc3c(N)ncnc32)[C@H](O)[C@@H]1O
screen / no.	41	43	42
SENP7 block	0	11	3
PfGluPho inh	26	-8	2
GRIN3A LBD mod	-17	0	0
SENP8 inh	14	10	6
ATG4B inhibitor	3	5	-4
MPTP inh	1.4	0.0	5.2
HKDC1 inh	4	-4	-6
SENP6 inh	-7	16	.

Structures above printed as active in GRIN3A LBD mod.
no.	Compound	SENP7 block	PfGluPho inh	GRIN3A LBD mod	ATG4B inhibitor	MPTP inh	HKDC1 inh	SENP6 inh
46	Cc1ccc([C@@H]2[C@@H]3C(=O)N(c4ccccc4)C(=O)[C@@H]3[C@]3(Cc4ccccc4)C(=O)N(CC4CC4)CC(=O)N23)o1	16	4	18*	7	0.7	-5	-21

(further entries)
49	C[C@@H]1CC[C@]2(O[C@H](CCO)C[C@H](O)[C@H]2O)O1
50	Cc1[nH]c2ccccc2c1/C=N/Nc1nc2ccccc2[nH]1
51	Cc1noc(NS(=O)(=O)c2ccc(NC(=O)c3ccc(N4C(=O)c5ccccc5C4=O)cc3)cc2)c1C
52	O=C(CN(Cc1ccccc1)S(=O)(=O)c1ccc(F)cc1)NCc1cccnc1
53	CN(C)/C=N/c1cc(=O)n(Cc2ccccc2)c(=O)n1C
54	Cc1cc(NC(=O)CSc2nc3c(cc2C#N)CCCCC3)no1
55	CCOC(=O)C1=C(C)N(C[C@@H]2CC[C@@H](Cc3ccc(-c4ccccc4)cc3)O2)C(=O)NC1c1ccc([N+](=O)[O-])cc1 (some centres not stated)
56	Cn1c(Cc2ccccc2)nnc1SCC(=O)NC1CCCCC1
57	Cc1ccc(NC(=O)[C@@H]2CCCN2S(=O)(=O)c2ccccc2F)cc1
screen / no.	49	50	51	52	53	54	55	56	57
SENP7 block	5	-5	4	4	-2	-3	9	-10	-8
PfGluPho inh	12	17	-17	13	-4	-11	26	-1	3
GRIN3A LBD mod	-2	4	-13	1	-3	-6	-3	3	0
SENP8 inh	16	-160	6	12	-1	-94	2	13	20
ATG4B inhibitor	0	-19	-1	0	-12	-1	1	-2	-4
MPTP inh	-1.8	3.9	-0.2	0.2	-0.3	0.4	1.9	0.5	0.3
HKDC1 inh	-6	-12	-2	2	-3	2	-3	-2	-4
SENP6 inh	17	-24	0	1	-10	-15	.	5	-5
